Eya2 phos inh: qHTS Assay for Inhibitors of the Phosphatase Activity of Eya2 | AID 488837, 2010 | Potency, µM (titrated, usually from 76.9 µM), for inactives: top-dose activity, negative = inhibition, usual class: inhibitors | 330,000 tested, 0.006% active | recombinant Eya2, OMFP fluorescence dephosphorylation (OMFP is methylfluorescein phosphate) | Protein phosphatase EYA2 (Homo sapiens), O00167; note: potency is the fitted concentration of half-maximal effect; % is set by controls: 0 for no effect and ±100 for the full control effect
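Eya2 protein (added as 0.2 uM solution) was preincubated with compound for 10 min at ambient temperature in 50 mM HEPES pH 7.5, 50 mM NaCl, 5 uM MgCl2, 0.05% BSA, 1 mM DTT. OMFP (added at 50 uM) then reacted 10 min; fluorescence read at 485/525 nm.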
ELG1 repair inh: qHTS screen for small molecules that inhibit ELG1-dependent DNA repair in human embryonic kidney (HEK293T) cells expressing luciferase-tagged ELG1; HEK293T ELG1-luciferase reporter, luminescence, 16 h; DNA damage induced by 5-fluorouridine; 330,000 tested, 2.3% active; Potency, µM (doses to about 46.1 µM), without a hit: top-dose activity change, negative = inhibition, hits mostly inhibitors; note: potency is the fitted concentration of half-maximal effect; % is set by controls: 0 for no effect and ±100 for the full control effect; nearly all actives have a fitted effect of over 55% in size
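5-Fluorouridine DNA damage + compound/DMSO, 2,000 cells/well, 16 h, 37 °C/5% CO2. ONE-Glo, 30 min RT, luminescence. Readout = decrease in reporter signal.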
USP2a block: qHTS Assay for Inhibitors of Ubiquitin-specific Protease USP2a Using CHOP2 as the Reporter; Potency, µM (top dose mostly 38.3 µM), for the others: at the highest dose activity change, negative = inhibition, actives largely listed as inhibitors; 330,000 tested, 0.01% active; USP2 core, Ub-CHOP2 coupled fluorogenic reporter, 485/531; Ubiquitin carboxyl-terminal hydrolase 2 (Homo sapiens), O75604; AID 463254, 2010;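 note: potency is the fitted concentration of half-maximal effect; plate controls were DMSO wells for no effect and full inhibition by NEM control for full effect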
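Deubiquitinase activity read as fluorescence (485/531 nm) after Ub-CHOP2 cleavage activates the enterokinase reporter on its substrate; USP2 core 10nM, Ub-CHOP2 and substrate 25nM each, 30min compound preincubation then 60min RT; data normalized to NEM, curves fitted.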
TRPV1 ag: HTS Assay for Compounds that Act as Agonists of the Vanilloid Receptor 1; 320,000 tested, 0.19% active; activation, % at 8.33 µM; AID 540275, 2011; TRPV1-expressing cells, Fluo-8 calcium influx, agonist mode; in the data active = activation above about 80%; inconclusive = between about 30% and that limit; note: 0% is about no effect
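Cells expressing TRPV1 were dye-loaded with Fluo-8 and read kinetically: 10 s baseline, 3 min after compound (agonist portion), then 2 min after EC20 capsaicin (allosteric enhancer portion). Calcium-bound dye fluorescence at 480/520 nm.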
AT treatment: qHTS Assay for Identifying a Potential Treatment of Ataxia-Telangiectasia | […] A-T fibroblasts, KAP-1 phosphorylation AlphaLISA; neocarzinostatin DNA damage 30 min before lysis | 320,000 tested, 0.19% active | AID 485349, 2010 | Potency, µM (titrated, usually from 57.5 µM), for the others: at the highest dose activation, actives largely listed as activators; note: potency is the fitted concentration of half-maximal effect; % of control where 0% means no effect; nearly all actives have a fitted effect of over 45% in size
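hTERT-immortalized A-T patient fibroblasts ([…]), 500 cells/well in OPTI-MEM, 1% FBS, got compounds for 60 min, then NCS for 30 min at 37C. Lysates were then assayed for phospho-KAP-1 by AlphaLISA (anti-pKAP1 donor, anti-KAP1 acceptor beads), 6 hr at 25C.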
KCNH2 WT inh: qHTS for Inhibitors of KCHN2 3.1: Wildtype qHTS; Voltage-gated inwardly rectifying potassium channel KCNH2 (Homo sapiens), Q12809; U2OS, BacMam KCNH2, thallium flux FluxOr; stronger effect = lower value; activity change, % at 1.84 µM; 340,000 tested, 0.37% active; AID 720551, 2013;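 active = maximum activity change below -70%; inconclusive = maximum activity change between -70% and -50%; inactive = maximum activity change above -50%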; note: % is set by controls: 0 for no effect and ±100 for the full control effect
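U2OS cells transduced with wild-type KCNH2 virus are loaded with FluxOr dye for 45 min, and thallium flux is measured in kinetic reads before and after stimulation buffer. Rate constants are normalized to DMSO controls.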
KCNH2 3.1 block: qHTS for Inhibitors of KCHN2 3.1: Mutant qHTS | AID 720553, 2013 | Potassium voltage-gated channel subfamily H member 2, brain isoform KCNH2 3.1 (human) | U2OS KCNH2 3.1, thallium flux FluxOr; stronger effect = lower value | 340,000 tested, 0.95% active | activity change, % (tested at about 1.8 µM);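 active = maximum activity change below -70%; inconclusive = maximum activity change from -70% to -50%; inactive = maximum activity change above -50%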;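 note: thallium influx rate constant from kinetic fluorescence after stimulation buffer; % is set by controls: 0 for no effect and ±100 for the full control effect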
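Thallium flux via FluxOr fluorescence (Red40 quencher, 45 min loading) in U2OS cells virally expressing the KCNH2 3.1 isoform (1.77 x 10^8 /mL virus, overnight at 37 C). Rate constants from 2-min kinetic reads post-stimulation, normalised to positive and negative controls.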
Mito fusion yeast: qHTS Assay for Small Molecule Inhibitors of Mitochondrial Division or Activators of Mitochondrial Fusion | AID 485298, 2010 | 320,000 tested, 0.23% active | S. cerevisiae fusion-defective mutant growth rescue, CellTiterGlo 48 h | Potency, µM (titrated, usually from 46.1 µM), for the others: at the top dose growth rescue (activation), usual class: activators;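 note: potency is the fitted concentration of half-maximal effect; % of control where 0% means no effect; nearly all actives have a fitted effect of over 45% in size; temperature-sensitive fusion mutants such as fzo1-1 at 37 °C on non-fermentable ethanol glycerol medium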
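S. cerevisiae fusion-defective temperature-sensitive mutants (e.g. fzo1-1, mgm1-5) grown 48 h at 37C in YPEG (ethanol/glycerol non-fermentable) medium with 23 nl compound per well; growth rescue read as CellTiterGlo luminescence.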
TCR act: Activators of T cell receptors: qHTS campaign; primary human leukocytes, anti-CD3, IL-2 HTRF, 48 h; Potency, µM (titrated, usually from 9.22 µM), without a hit: at the top dose activation of IL-2 secretion, most hits filed as activators; 330,000 tested, under 10 active; AID 504894, 2011; note: % of control where 0% means no effect
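Readout: HTRF IL-2, Eu-cryptate/d2 antibody pair, 320nm excitation, 665nm emission. Stimulus: a-CD3 beads, no co-stimulation. Cells: primary human leukocytes. Exposure: 48 hr with compound.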
TSHR antagonist: Antagonists of the Thyroid Stimulating Hormone Receptor: HTS campaign | Thyrotropin receptor (Homo sapiens), P16473 | AID 504810, 2011 | 330,000 tested, 0.2% active | TSHR-expressing cells, TSH-stimulated cAMP HTRF, 2 h; stronger effect = lower value | activity change, negative = inhibition, % at 11.5 µM;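 active = activity change below a set negative limit, meaning inhibition stronger than a set level, cut at about -70% in these data; inconclusive = activity change between two set negative limits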; note: % is set by controls: 0 for no effect and ±100 for the full control effect
Target sequence (P16473 whole entry, looked up): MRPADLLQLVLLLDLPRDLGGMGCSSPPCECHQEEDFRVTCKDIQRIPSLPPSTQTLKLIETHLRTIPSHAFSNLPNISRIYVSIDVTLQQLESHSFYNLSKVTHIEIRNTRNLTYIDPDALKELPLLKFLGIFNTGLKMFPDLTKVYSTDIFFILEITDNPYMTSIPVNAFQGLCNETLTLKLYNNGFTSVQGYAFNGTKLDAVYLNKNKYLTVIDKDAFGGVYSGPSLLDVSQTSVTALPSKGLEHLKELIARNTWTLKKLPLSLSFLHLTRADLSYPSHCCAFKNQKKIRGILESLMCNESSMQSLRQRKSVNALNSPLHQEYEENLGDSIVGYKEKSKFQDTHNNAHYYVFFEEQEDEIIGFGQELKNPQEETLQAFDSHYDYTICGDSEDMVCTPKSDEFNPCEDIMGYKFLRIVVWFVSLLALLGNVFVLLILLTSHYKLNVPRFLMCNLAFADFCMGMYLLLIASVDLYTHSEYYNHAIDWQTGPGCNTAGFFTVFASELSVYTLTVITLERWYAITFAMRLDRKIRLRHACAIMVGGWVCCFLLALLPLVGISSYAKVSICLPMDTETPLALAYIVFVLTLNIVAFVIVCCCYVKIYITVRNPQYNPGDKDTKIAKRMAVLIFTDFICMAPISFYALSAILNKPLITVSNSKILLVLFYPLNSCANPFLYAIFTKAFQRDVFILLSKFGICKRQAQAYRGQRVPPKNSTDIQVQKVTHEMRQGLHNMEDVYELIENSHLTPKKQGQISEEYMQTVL
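Freshly harvested TSHR cells receive pin-tooled compound, then EC80 TSH at 4nM final. After 2 hours at 37 deg C, antibody in lysis buffer and cAMP-d2 are added; 30 minutes at ambient temperature precede the HTRF read.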
* hit, by the source's call; ? = inconclusive; · = not tested or not shown; [ ] = remark or other dose. Unless noted, calls come from the whole dose curve; as a rule, active = well fitted curve in the direction sought with a large enough effect; inconclusive = small, poorly fitted or top-dose-only effect, or another doubt; inactive = no such curve, though single readings can be large; an effect the other way counts as inactive or inconclusive. Only part of the results is shown; count on the stated rates, not on these rows.

Screens in order: Eya2 phos inh	ELG1 repair inh	USP2a block	TRPV1 ag	AT treatment	KCNH2 WT inh	KCNH2 3.1 block	Mito fusion yeast	TCR act	TSHR antagonist
CN1CCN(c2sc(S(C)(=O)=O)nc2S(=O)(=O)c2ccc(Cl)cc2)CC1
  -4%	-20%	3%	1	-4%	7	-3	-2%	-61%	3
Cc1cc(NCc2ccco2)n2ncnc2n1
  -6%	?	0%	1	1%	-2	-1	-3%	1%[46.1 µM]	-1
Cc1ccc(CNc2oc(-c3cccs3)nc2C#N)cc1
  -1%	2%	2%	5	-7%	1	-18	?	-2%	-5
CC[n+]1ccc(C)c2cc(P(=O)(c3ccccc3)c3ccccc3)ccc21
  ?	-9%	0%	1	7%	6	-24	-9%	9%	6
Cc1ccc(C(=O)N2CCC(C(=O)NCc3ccco3)CC2)cc1
  16%	2%	-1%	1	5%	4	-15	-3%	-6%	4
CC1CC(C)CN(S(=O)(=O)c2cccc3nsnc23)C1 (stereo not drawn)
  -17%	0%	1%	2	5%	-18	19	4%	3%	-7
CCOc1ccc(NC(=O)c2ccc(OCC3CCCO3)cc2)cc1S(=O)(=O)N(CC)CC (stereo not drawn)
  -1%	?	4%	2	13%	-15	5	1%	-4%	-27
CNC(=O)c1cc(C(=O)c2ccc(F)cc2Cl)c[nH]1
  8%	?	7%	-2	2%	-10	11	-1%	9%	-2
COc1ccc(Cl)cc1NC(=O)CSc1nnc(Cc2ccc(C)cc2)c(=O)[nH]1
  4%	-2%	3%	-2	0%	-13	4	-3%	-2%	-30
Cc1ccc(S(=O)(=O)N2C[C@@H]3[C@H]4CC[C@H](C4)[C@@H]3[C@@H](C)[C@@H]2c2cn(Cc3ccccc3)c3ncccc23)cc1
  -2%	?	0%	·	-21%	34	-9	·	6%[46.1 µM]	2
CN(C)C(=O)c1cc(C(=O)c2ccccc2Br)c[nH]1
  -18%	16%	1%	11	0%	1	13	12%	0%	-1
CCC1(C)N=C(N)Nc2nc3cc(C)c(C)cc3n21 (stereo not drawn)
  -3%	-2%	4%	3	9%	1	4	-10%	-1%	-25
CC(C)[C@H](NC(=O)[C@@H]1Cc2ccccc2CN1C(=O)OC(C)(C)C)C(=O)NCc1ccco1
  -20%	9%	-2%	7	4%	3	19	-13%	-6%	7
CCOc1cc(NC(=S)Nc2ccc(Cl)cc2)c(OCC)cc1NC(C)=O
  5%	7.3µM*	1%	3	1%[11.5 µM]	3	13	-4%	5%	-14
O=C(Cc1cccc(C(F)(F)F)c1)OCC(=O)N1CCN(S(=O)(=O)c2ccc(Cl)cc2)CC1
  -16%	10%	-1%	5	-2%	1	-7	22%	6%	14
COCCN1C(=O)C(=O)/C(=C(/O)c2ccc(S(=O)(=O)N3CCCCC3)cc2)C1c1ccc(OC)c(OC)c1 (stereo not drawn)
  -3%	6%	2%	-4	-2%	5	3	-1%	·	13
O=C(CNC(=O)c1cccs1)c1ccc(F)cc1
  -15%	?	1%	5	2%	-7	-8	1%	-1%[46.1 µM]	-3
Cc1cc(/C=C(\C#N)C(=O)NC2CCCCCC2)c(C)[nH]1
  5%	?	1%	6	11%	-1	8	?	6%	-8
COc1ccc(/C=N/NS(=O)(=O)c2ccccc2)cc1OS(=O)(=O)c1ccc(C)cc1
  -20%	-19%	-5%	0	-5%	-12	-16	6%	14%	-20
N#CCc1nc(C(c2ccccc2)c2ccccc2)no1
  -2%	-9%	0%	2	-3%	-1	4	3%	0%	-5
CCC(=O)Nc1cccc(NC(=O)c2ccc3c(c2)OCO3)c1
  -13%	?	0%	0	2%	-8	0	-16%	-2%	-4
COc1ccc(N2CCN(C(=O)c3cn(CC4CCCCC4)nn3)CC2)cc1
  2%	19%	0%	1	-4%	-14	3	4%	0%	-13
Cc1ccc(C2=NC(C)(C)N=C2SCC(=O)Nc2ccc(Cl)cc2)cc1
  -18%	?	1%	?	-5%	-1	-8	3%	-23%	-14
CCCCNC(=O)n1c(SC)nc2ccccc21
  -18%	-1%	-1%	-2	·	-14	14	6%	0%	3
C/C(=N\NC(=O)c1cccc(Cl)c1)c1cccc(NC(=O)C(C)C)c1
  13%	-22%	3%	3	-5%	-3	-23	1%	-1%	7
Cc1ccc(Cl)c(OCC(=O)N2CCc3ccccc3C2)c1
  -6%	?	-5%	13	5%	-1	-6	6%	2%	-18
CCOC(=O)c1sc(-n2[nH]c(C)cc2=O)nc1C
  18%	2%	0%	-1	-12%	0	22	-3%	0%	-3
Fc1ccc(-c2ccnn2-c2ccccc2)cc1
  -13%	13%	9%	1	-1%	11	12	-8%	5%	-2
C/C(=N\O)C(C)Oc1ccc(Cl)cc1 (stereo not drawn)
  ?	8%	2%	4	-4%	7	-30	-2%	3%	6
Cc1ccc(NS(=O)(=O)c2ccc(C)c(C(=O)N3CCN(C)CC3)c2)cc1
  2%	-7%	2%	-2	4%	-6	-11	4%	-5%	-10
Cc1ccc(CCNC(=O)CS(=O)Cc2nc(-c3cccc(C)c3)oc2C)cc1 (stereo not drawn)
  -6%	-12%	3%	13	26%	0	-6	1%	2%	9
CN(C(=S)NC(=O)C1(C)CC1(Cl)Cl)c1ccccc1 (stereo not drawn)
  28%	19%	9%	-1	·	-4	0	-6%	13%	2
COc1ccc(-c2coc3cc(OC4OC(CO)C(O)C(O)C4O)ccc3c2=O)cc1 (stereo not drawn)
  4%	?	1%	-5	-10%	2	18	5%	-12%	-3
COc1ccc(/C=C/C(=O)c2ccc3c4c(cccc24)CC3)cc1OC
  -1%	?	-8%	-1	0%	-6	-16	12%	-3%[46.1 µM]	11
Cn1c(C(C(=O)NCC2CCCO2)N(C(=O)Cn2nnc3ccccc32)C2CCCCC2)nc2ccccc21 (stereo not drawn)
  -6%	4%	-2%	27	3%	-2	17	-2%	2%	1
COC(=O)[C@@H](NC(=O)N1CCN(C(=O)C2COc3ccccc3O2)CC1)C(C)C (stereo partly drawn)
  7%	7%	4%	-1	-2%	-4	11	-5%	0%	1
COc1cc(/C=C2\N=C(C)OC2=O)cc(Cl)c1OC(C)=O
  -3%	19%	0%	2	-7%	10	1	0%	0%	9
Cc1ccccc1C(=O)NC(=S)Nc1ccc(S(=O)(=O)N2CCOCC2)cc1
  11%	-13%	3%	19	-2%	-3	-6	24%	1%[46.1 µM]	-9
Cc1ccc(C(=O)NC2CCCCNC2=O)cc1 (stereo not drawn)
  -7%	?	0%	0	5%	-6	1	-1%	4%	-5
Cc1ccc(S(=O)(=O)N2CCN(C(=O)CSc3ccc(Cl)cc3)CC2)cc1
  -2%	?	1%	8	-5%	-4	-16	25%	0%	-9
CCOc1cccc(-c2c(C(=O)N/N=C/c3ccc(Br)cc3)nnn2-c2nonc2N)c1
  -21%	?	-3%	2	-13%	-10	-49	0%	-15%	-4
Cc1ccc(SCC(=O)Nc2ccccc2C(=O)N2CCOCC2)cc1
  1%	-9%	1%	-3	-2%	-1	1	-1%	-2%[46.1 µM]	12
CCCCN1C(=O)C(=O)NC[C@@H]1C(C)O (stereo partly drawn)
  2%	7%	3%	-4	-18%	13	20	-5%	5%	23
CC1(C)C2CC=C(/C=N/NC(=O)C3CC3)C1C2 (stereo not drawn)
  -9%	-18%	-1%	9	9%	-31	9	23%	1%	-28
Cc1ccc(-n2nnnc2SCC(=O)N(CC(C)C)c2c(N)n(CC(C)C)c(=O)[nH]c2=O)cc1
  5%	5%	3%	-4	5%	6	0	-2%	-4%	-1
CC(C)C(=O)NC(c1cccc([N+](=O)[O-])c1)c1ccc2cccnc2c1O (stereo not drawn)
  -10%	?	-1%	7	-3%	-5	-17	1%	-2%	-6
CCCCc1ccc(-c2csc(/C(C#N)=C/c3ccco3)n2)cc1
  7%	3%	-1%	1	5%	-9	-19	2%	-3%	-1
COc1ccccc1NC(=O)NCCN1C(=O)C2C3C=CC(C3)C2C1=O (stereo not drawn)
  3%	1%	-1%	0	2%	-9	2	-1%	0%	-9
